Compound activity as filed in PubChem.
G9a inh – inhibitors of human histone lysine methyltransferase G9a. Q96KQ7. G9a H3K9 monomethylation, AlphaScreen, 2 h. Potency, µM (titrated, usually from 102 µM), for inactives: at the top dose activity, negative = inhibition, hits mostly inhibitors. 350,000 tested, 8.8% active. AID 504332; note: % is set by controls: 0 for no effect and ±100 for the full control effect; nearly all actives have a fitted effect of over 75% in size
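Readings reflect AlphaScreen signal from monomethyl-H3K9 antibody detection. HMT at 20 nM; substrate b-H3K9 500 nM; cofactor SAM 20 uM; 2 h RT reaction; compounds tested as titrations in qHTS with 15 min preincubation.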
Pol kappa inh – DNA polymerase kappa (human) inhibition; purified Pol kappa, fluorescent DNA synthesis assay, 10 min; Potency, µM (highest dose often 107 µM), without a hit: top-dose activity, negative = inhibition, usual class: inhibitors; 400,000 tested, 0.53% active; Q9UBT6; AID 588579; note: % is set by controls: 0 for no effect and ±100 for the full control effect
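Readout: fluorescence, taken kinetically at 0 and 10 min. Conditions: 10 nM Pol kappa, 15 min RT compound preincubation, 50 nM substrate final. Controls: enzyme-free buffer wells.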
POLH inh – inhibitors of human DNA polymerase eta; Q9Y253; recombinant Pol eta, fluorescent DNA replication assay; Potency, µM (titrated, usually from 114 µM), for the others: at the highest dose activity change, negative = inhibition, most hits filed as inhibitors; 390,000 tested, 1.2% active; AID 588591; note: % is set by controls: 0 for no effect and ±100 for the full control effect
Target sequence (Q9Y253 whole entry, looked up): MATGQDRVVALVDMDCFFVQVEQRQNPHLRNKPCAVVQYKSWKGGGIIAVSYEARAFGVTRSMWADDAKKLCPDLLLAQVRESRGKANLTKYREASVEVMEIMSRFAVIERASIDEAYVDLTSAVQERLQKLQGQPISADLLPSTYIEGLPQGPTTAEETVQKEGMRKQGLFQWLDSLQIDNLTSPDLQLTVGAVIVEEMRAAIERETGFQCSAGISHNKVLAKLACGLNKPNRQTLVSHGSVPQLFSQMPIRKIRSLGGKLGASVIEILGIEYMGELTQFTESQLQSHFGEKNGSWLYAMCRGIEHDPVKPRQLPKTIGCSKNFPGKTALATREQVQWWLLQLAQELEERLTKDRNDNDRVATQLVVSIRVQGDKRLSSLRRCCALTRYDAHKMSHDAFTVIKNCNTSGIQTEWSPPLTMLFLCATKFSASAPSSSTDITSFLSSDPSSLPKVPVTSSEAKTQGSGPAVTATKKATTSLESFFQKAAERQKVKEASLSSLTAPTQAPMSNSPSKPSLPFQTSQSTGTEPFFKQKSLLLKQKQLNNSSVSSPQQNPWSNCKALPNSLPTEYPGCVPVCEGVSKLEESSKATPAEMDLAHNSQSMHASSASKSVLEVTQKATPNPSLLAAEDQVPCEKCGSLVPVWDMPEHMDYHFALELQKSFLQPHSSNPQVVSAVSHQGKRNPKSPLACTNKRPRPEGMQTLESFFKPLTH
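Pol eta (10 nM) was preincubated with compounds for 15 min at room temperature, after which fluorescent replication substrate (50 nM final) was added to start the reaction. Fluorescence was read kinetically at 0 and 10 min.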
BLM helicase inh – inhibitors of human Bloom syndrome helicase BLM; recombinant BLM DNA unwinding, fluorescence dequenching; Potency, µM (top dose mostly 56.1 µM), without a hit: top-dose activity change, negative = inhibition, hits mostly inhibitors; 350,000 tested, 0.2% active;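 note: plate controls were vehicle for no effect and no enzyme for full effect; nearly all actives have a fitted effect of over 35% in size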
Pol iota inh – blocks human DNA polymerase iota activity; Q9UNA4; Pol iota fluorescent replication assay, 10 min; Potency, µM (doses to about 115 µM), without a hit: at the top dose activity, negative = inhibition, actives largely listed as inhibitors; 390,000 tested, 1% active; AID 588590
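Pol iota at 10 nM preincubated 15 min with compounds at room temperature; reaction started with fluorescent substrate, 50 nM final. Fluorescence read kinetically at 0 and 10 min; buffer-only wells as negative control.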
POLB inh – blocks human DNA polymerase beta activity. Potency, µM (top dose mostly 114 µM), without a hit: at the highest dose activity change, negative = inhibition, hits mostly inhibitors. 340,000 tested, 1.3% active. P06746. Pol beta primer extension/strand displacement, fluorescence kinetic; note: % is set by controls: 0 for no effect and ±100 for the full control effect
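Pol beta (10 nM) was preincubated with compound for 15 min at room temperature. The reaction was then started with 50 nM substrate and read immediately and after a further 10 min at room temperature.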
APE1 inh – inhibitors of human APE1 endonuclease; P27695; recombinant APE1, TAMRA/BHQ-2 abasic DNA cleavage fluorescence; Potency, µM (highest dose often 65.8 µM), for inactives: at the highest dose activity change, negative = inhibition, hits mostly inhibitors; 350,000 tested, 0.35% active; AID 2517;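 note: plate controls were vehicle for no effect and reference inhibitor for full effect; nearly all actives have a fitted effect of over 55% in size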
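APE1 at 0.75 nM preincubated 15 min at room temperature with compound. Reaction then started with 50 nM double-stranded THF-abasic substrate labelled with TAMRA/BHQ-2, and 525/598 nm fluorescence read kinetically. Activity taken as third-minus-first read difference, normalized to DMSO and NSC13755 controls.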
Anesthetic bind – candidate novel general anesthetic via apoferritin binding; apoferritin/1-aminoanthracene competitive binding, fluorescence; 350,000 tested, 0.074% active; Potency, µM (series often up to 77.5 µM), without a hit: at the top dose activity change, negative = displacement, hits mostly inhibitors; note: % is set by controls: 0 for no effect and ±100 for the full control effect; nearly all actives have a fitted effect of over 20% in size
Target sequence (P02791 2-175 limits assumed): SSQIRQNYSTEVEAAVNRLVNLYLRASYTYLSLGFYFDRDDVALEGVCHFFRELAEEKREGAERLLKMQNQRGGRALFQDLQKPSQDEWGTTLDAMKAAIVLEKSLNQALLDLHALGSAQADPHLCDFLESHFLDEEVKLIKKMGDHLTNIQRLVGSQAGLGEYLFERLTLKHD
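Probe: 1-aminoanthracene (50% saturated, PBS). Protein: horse-spleen apoferritin, 10 uM. Incubation: 10 min, room temperature. Detection: 380 nm excitation, 535 nm emission. Analysis: normalized response, four-parameter Hill.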
BAZ2B block – inhibitors of human BAZ2B bromodomain; Q9UIF8; AlphaScreen BAZ2B-H3K14Ac peptide displacement; 360,000 tested, 4.4% active; Potency, µM (doses to about 114 µM), inactives show at the highest dose activity change, negative = inhibition, usual class: inhibitors; AID 504333; note: % is set by controls: 0 for no effect and ±100 for the full control effect; nearly all actives have a fitted effect of over 60% in size
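Complex of BAZ2B and biotin-H3K14Ac (50 nM apiece) forms over 30 min at RT, then faces library compounds up to 110 uM for another 30 min; AlphaScreen beads added, 20 min dark incubation, luminescence read.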
An asterisk follows results filed as active; & = joins results of further samples; [ ] = another dose, or the depositor's remark. Calls come from the whole dose curve; as a rule, active = well fitted curve in the direction sought with a large enough effect; inconclusive = small, poorly fitted or top-dose-only effect, or another doubt; inactive = no such curve, though single readings can be large; an effect the other way counts as inactive or inconclusive. Potency is the fitted concentration of half-maximal effect. This is a subset, so the mix of outcomes need not match the whole.

For COc1ccccc1OCC(=O)OC/C(O)=C(\C#N)c1nc2ccccc2[nH]1 the results were G9a inh -2.4%[59 µM], Pol kappa inh 4.0%, POLH inh -17.1%, BLM helicase inh -9.4%, Pol iota inh 17.5%, POLB inh 11.9%, APE1 inh 1.3%, Anesthetic bind -0.8% and BAZ2B block 32.4%[activator].
COc1ccc(NC(=O)Nc2ccc3nonc3c2)cc1 was read as G9a inh 6.2%, Pol kappa inh 0.4%, POLH inh -11.2%, BLM helicase inh -2.6%, Pol iota inh 68.2%[activator], POLB inh inconclusive, APE1 inh -7.1%, Anesthetic bind -6.2% and BAZ2B block -13.1%.
For Cn1c(SCc2ccccc2)nc2ccsc2c1=O the results were G9a inh 140.4%[activator], Pol kappa inh -7.0%, POLH inh -14.2%, BLM helicase inh -4.5%, Pol iota inh 32.1%[activator], POLB inh 0.8%, APE1 inh 4.7%, Anesthetic bind 1.7% and BAZ2B block 82.2%[activator].
Screening CN(C)CC[C@H](c1ccc(Br)cc1)c1ccccn1 returned G9a inh 15.2%[21.5 µM], Pol kappa inh -3.2%[12 µM], BLM helicase inh 2.8%[21.4 µM], APE1 inh -4.5%[21 µM] and Anesthetic bind 0.7%[29.3 µM].
Screening O=c1ccc(=O)n2n1CC(O)C2 returned G9a inh -9.7%[59 µM], Pol kappa inh -7.2%, POLH inh -0.4%, BLM helicase inh -1.9%, Pol iota inh 6.2%, POLB inh -1.1%, APE1 inh -0.6% and Anesthetic bind -7.9%.
For CCOc1cc(NC(=S)NCCCN(C)C)c(OCC)cc1NC(=O)C1CC1 the results were Pol kappa inh 5.0%, POLH inh -12.1%, BLM helicase inh 2.3%, Pol iota inh -10.5%, POLB inh 9.6%, APE1 inh -2.3%, Anesthetic bind -10.2% and BAZ2B block -25.5%.
Nc1cnn(C2CCCO2)c(=O)n1 (stereo not drawn) was read as G9a inh 13.0%[59 µM], Pol kappa inh -6.6%, POLH inh 12.9%, BLM helicase inh -5.7%, Pol iota inh -6.0%, POLB inh inconclusive, APE1 inh -2.1%, Anesthetic bind -1.3% and BAZ2B block 8.5%.
For Cc1cccc(C(=O)OCC(=O)Nc2ccc(N3CCCCC3)cc2)c1O the results were G9a inh inconclusive, Pol kappa inh -6.2%, POLH inh 13.2%, BLM helicase inh 1.1%, Pol iota inh 8.6%, POLB inh 4.1%, APE1 inh -9.7%, Anesthetic bind -15.3% and BAZ2B block -32.9%.
Cn1c(SCC(=O)N2CCN(c3ccccc3)CC2)nnc1-c1c[nH]c2ccccc12 was read as G9a inh inconclusive, Pol kappa inh -5.9%, POLH inh -14.7%, BLM helicase inh -5.7%, Pol iota inh -5.3%, POLB inh -0.5%, APE1 inh 8.8%, Anesthetic bind inconclusive and BAZ2B block -0.4%.
For COC(=O)Cc1ccc2oc(-c3cccnc3)nc2c1 the results were G9a inh 4.2%, Pol kappa inh -8.2%, POLH inh -7.0%, BLM helicase inh 0.0%, Pol iota inh 88.9%[activator], POLB inh 20.0%, APE1 inh -3.6%, Anesthetic bind -4.6% and BAZ2B block -3.0%.
Screening CCC(C)Sc1ccc(-c2nc3ccc(C)cn3c2NC2CCCCC2)cc1 (stereo not drawn) returned G9a inh -5.3%[12.7 µM], Pol kappa inh 1.5%, POLH inh -13.6%, Pol iota inh inconclusive, APE1 inh 2.6% and BAZ2B block inconclusive.
Screening CCN(CC)c1ccc([N+](=O)[O-])cc1C(=O)O returned G9a inh 50.1µM*, Pol kappa inh -4.6%, POLH inh -18.7%, BLM helicase inh -1.4%, Pol iota inh -6.5%, POLB inh -1.3%[57.1 µM], APE1 inh -1.0%, Anesthetic bind -0.6% and BAZ2B block 6.0%.
Cc1ccc(NC(=O)CSc2ncnc3ccccc23)cc1S(=O)(=O)N1CCCCCC1 was read as G9a inh 10.3%[59 µM], Pol kappa inh -4.0%, POLH inh -5.2%, BLM helicase inh 1.2%, Pol iota inh 33.6%[activator], POLB inh 18.1%, APE1 inh -4.9%, Anesthetic bind -4.8% and BAZ2B block -11.0%.
Screening COc1cc(C#N)c(NC(=O)CN2CCC(C(N)=O)CC2)cc1OC returned G9a inh -10.7%[12.7 µM], Pol kappa inh 1.5%, POLH inh -12.9%, BLM helicase inh -6.8%, Pol iota inh -8.7%, POLB inh 34.7%, APE1 inh 27.7%, Anesthetic bind -3.5% and BAZ2B block -9.5%.
Screening CCc1cccc2sc(N3CCN(C(=O)C4CC4)CC3)nc12 returned G9a inh 4.4%[59 µM], Pol kappa inh -2.6%[60.1 µM], POLH inh -14.7%, BLM helicase inh 0.4%, Pol iota inh 20.0%, POLB inh 0.5%, Anesthetic bind -15.0% and BAZ2B block 9.7%.
`COc1cc(Cl)c(C)cc1NC(=O)CC(c1ccc(F)cc1)N1Cc2ccccc2C1=O` (stereo not drawn) gave G9a inh -11.2%[59 µM], Pol kappa inh -4.4%, POLH inh -14.4%, BLM helicase inh -6.8%, Pol iota inh -10.0%, POLB inh -1.2%, Anesthetic bind 2.0% and BAZ2B block -32.0%.
For CCN(CC)CCNc1ccc2nnc(CCNS(=O)(=O)c3ccc(C)cc3)n2n1 the results were G9a inh -6.5%, Pol kappa inh 0.3%, POLH inh -11.7%, BLM helicase inh -1.1%, Pol iota inh inconclusive, POLB inh 26.3%, APE1 inh 4.1%, Anesthetic bind 4.5% and BAZ2B block -8.4%.
Screening Cc1nc(-c2ccccc2)sc1CCNC(=O)C(=O)Nc1ccc2c(c1)OCO2 returned G9a inh 1.8%[59 µM], Pol kappa inh -1.7%[60.1 µM], POLH inh -11.8%, BLM helicase inh -0.2%, Pol iota inh -2.6%, POLB inh -2.3%, Anesthetic bind -7.5% and BAZ2B block -0.9%.
Screening CCOC(=O)c1ccc(NC(=O)C2CC(=O)N=C(N)S2)cc1 (stereo not drawn) returned G9a inh -2.1%, Pol kappa inh -10.4%, POLH inh -3.3%, BLM helicase inh -2.7%, Pol iota inh 7.4%, POLB inh 10.7%, APE1 inh 0.7%, Anesthetic bind -1.2% and BAZ2B block 3.6%.
CCCCCOc1ccc(NS(C)(=O)=O)cc1 was read as G9a inh 17.3%[59 µM], Pol kappa inh -7.2%, POLH inh -24.8%, BLM helicase inh -2.4%, Pol iota inh 22.8%, POLB inh 11.5%, APE1 inh 1.0%, Anesthetic bind inconclusive and BAZ2B block 3.4%.

Pulled by structure from the entries so far (2):
Screening Cc1nc(-c2ccccc2)sc1CCNC(=O)C(=O)Nc1ccc2c(c1)OCO2 returned G9a inh 1.8%[59 µM], Pol kappa inh -1.7%[60.1 µM], POLH inh -11.8%, BLM helicase inh -0.2%, Pol iota inh -2.6%, POLB inh -2.3%, Anesthetic bind -7.5% and BAZ2B block -0.9%.
Screening CCN(CC)c1ccc([N+](=O)[O-])cc1C(=O)O returned G9a inh 50.1µM*, Pol kappa inh -4.6%, POLH inh -18.7%, BLM helicase inh -1.4%, Pol iota inh -6.5%, POLB inh -1.3%[57.1 µM], APE1 inh -1.0%, Anesthetic bind -0.6% and BAZ2B block 6.0%.

Going on with the list.
Screening CCOc1ccc(Nc2nc(N)nc(CSC(=S)N3CCOCC3)n2)cc1 returned Pol kappa inh 0.0%, POLH inh -21.6%, BLM helicase inh -9.2%, Pol iota inh 18.5%, POLB inh 2.3%, APE1 inh -4.5%, Anesthetic bind 0.6% and BAZ2B block -14.9%.
`O=C(COc1ncnc2ccccc12)N1CCN(C(=O)c2ccco2)CC1` gave G9a inh -6.1%, Pol kappa inh -3.4%, POLH inh -13.3%, BLM helicase inh 0.2%, Pol iota inh 7.4%, POLB inh -1.1%, APE1 inh -5.3%, Anesthetic bind -6.8% and BAZ2B block 3.3%.
CCN(CC)S(=O)(=O)c1cc(C(=O)Oc2cccc(-c3cnc4ccccc4n3)c2)ccc1Br was read as G9a inh -33.7%[59 µM], Pol kappa inh -6.7%, POLH inh -19.8%, BLM helicase inh -5.4%, Pol iota inh 2.5%, POLB inh -9.1%, APE1 inh -0.5%, Anesthetic bind inconclusive and BAZ2B block -5.0%.
For CCCOc1ccc([N+](=O)[O-])c(N)c1 the results were G9a inh 20.0%[59 µM], Pol kappa inh -8.1%, POLH inh -14.3%, BLM helicase inh 2.0%, Pol iota inh 18.4%, POLB inh 15.9%, APE1 inh -0.4%, Anesthetic bind 5.3% and BAZ2B block -10.8%.
Screening Cc1ccc(C(=O)NNC(=O)c2ccncc2)cc1S(=O)(=O)N1CCOCC1 returned G9a inh 5.2%[0.501 µM], Pol kappa inh -1.4%, POLH inh -25.6%, Pol iota inh 16.5%, APE1 inh 10.4% and BAZ2B block 11.5%.
`COCCNC(=O)Cn1nc(-c2ccc(C)cc2)c2ccccc2c1=O` gave G9a inh 9.9%, Pol kappa inh 13.6%&-1.9%, POLH inh 7.5%&-16.1%, BLM helicase inh -2.9%&-0.4%, Pol iota inh 6.3%&14.5%, POLB inh inconclusive, APE1 inh 50.1%, Anesthetic bind inconclusive and BAZ2B block 2.2%&-1.1%.
`Cc1ccc(O)c(C(=O)c2cc(C#N)c3nc4ccccc4n3c2)c1` gave G9a inh -49.7%, Pol kappa inh -4.0%, POLH inh inconclusive, BLM helicase inh -5.1%, Pol iota inh 0.1%, POLB inh -1.5%, APE1 inh -4.2%, Anesthetic bind -4.8% and BAZ2B block -15.2%.
O=C(Nc1ccc2oc(-c3ccccc3)nc2c1)c1cccnc1 was read as G9a inh 4.2%[59 µM], Pol kappa inh -1.5%, POLH inh -12.8%, BLM helicase inh 3.8%, Pol iota inh -4.0%, POLB inh -3.5%, APE1 inh -7.4%, Anesthetic bind -5.7% and BAZ2B block -5.5%.
`O=C(NCc1cccnc1)c1ccc(NC(=O)c2ccco2)cc1` gave G9a inh -10.3%, Pol kappa inh -4.9%, POLH inh -0.4%, BLM helicase inh 1.7%, Pol iota inh 12.2%, POLB inh 29.1%, APE1 inh 1.5%, Anesthetic bind -4.6% and BAZ2B block 12.2%.
COc1ccccc1NC(=O)c1oc2ccccc2c1NC(=O)c1ccc(S(=O)(=O)N(C)C)cc1 was read as G9a inh -26.5%[59 µM], Pol kappa inh 4.5%, POLH inh 1.9%, BLM helicase inh -3.8%, Pol iota inh 12.0%, POLB inh 42.3%[activator], Anesthetic bind -6.0% and BAZ2B block -0.9%.
